AMA1-RON2 inh: qHTS for Inhibitors of AMA1-RON; Towards Development of Antimalarial Drug Lead: Primary Screen; 0.2% of 360,000 active; Plasmodium falciparum AMA1 (3D7) - RON2 peptide interaction; AID 720542, 2013; AlphaScreen AMA1-biotinylated RON2 peptide binding; Potency, µM (series often up to 58.2 µM), inactives show at the highest dose activity change, negative = inhibition, hits mostly inhibitors;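 further: potency means the concentration at half of the fitted maximal effect; 0% = vehicle wells and -100% = peptide control; nearly all actives have a fitted effect of over 45% in size; some results filed as inactive show a strong effect at the top dose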
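AMA1 (3D7) with his tag at 25 nM final met compounds first, then biotinylated RON2 peptide at 25 nM; detection used donor plus acceptor beads, 10 µg/mL apiece, read by AlphaScreen after 30 min at room temperature.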
AmpC inh no detg: qHTS Inhibitors of AmpC Beta-Lactamase (assay without detergent) | P00811 | AmpC nitrocefin hydrolysis, absorbance 480 nm, 0.0001% Triton | Potency, µM (titrated, usually from 57.1 µM), without a hit: top-dose activity change, negative = inhibition, actives largely listed as inhibitors | 0.52% of 330,000 active | AID 485341, 2010;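 further: potency means the concentration at half of the fitted maximal effect; plate controls were no compound for no effect and no enzyme for full effect; nearly all actives have a fitted effect of over 20% in size; some results filed as inactive show a strong effect at the top dose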
Target sequence (P00811 whole entry, looked up): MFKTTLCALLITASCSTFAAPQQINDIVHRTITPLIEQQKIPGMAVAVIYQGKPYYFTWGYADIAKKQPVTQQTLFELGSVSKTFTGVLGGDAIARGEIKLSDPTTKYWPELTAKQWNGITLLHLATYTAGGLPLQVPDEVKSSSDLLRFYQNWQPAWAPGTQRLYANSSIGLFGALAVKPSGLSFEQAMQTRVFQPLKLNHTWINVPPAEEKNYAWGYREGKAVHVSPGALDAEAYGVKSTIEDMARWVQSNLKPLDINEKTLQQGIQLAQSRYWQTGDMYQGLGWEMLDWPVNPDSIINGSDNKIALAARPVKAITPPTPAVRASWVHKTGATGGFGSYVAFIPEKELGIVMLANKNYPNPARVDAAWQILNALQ
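20 mM phosphate pH 7.0 + 0.01% (detergent screen) or 0.0001% Triton X-100; 5.3 nM AmpC reagent; cpd preinc 15 min RT; nitrocefin (800 uM stock) to start; A480 q20 s × 4 min; Activity was normalised to no-enzyme and no-compound control wells.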
LmPK inh: qHTS Assay for Inhibitors of Leishmania Mexicana Pyruvate Kinase (LmPK). 0.37% of 290,000 active. Q27686. purified LmPK, Kinase-Glo ATP luminescence, 1 h. Potency, µM (series often up to 57.5 µM), inactives show at the top dose activity change, negative = inhibition, most hits filed as inhibitors; further: potency means the concentration at half of the fitted maximal effect
Target sequence (Q27686 whole entry, looked up): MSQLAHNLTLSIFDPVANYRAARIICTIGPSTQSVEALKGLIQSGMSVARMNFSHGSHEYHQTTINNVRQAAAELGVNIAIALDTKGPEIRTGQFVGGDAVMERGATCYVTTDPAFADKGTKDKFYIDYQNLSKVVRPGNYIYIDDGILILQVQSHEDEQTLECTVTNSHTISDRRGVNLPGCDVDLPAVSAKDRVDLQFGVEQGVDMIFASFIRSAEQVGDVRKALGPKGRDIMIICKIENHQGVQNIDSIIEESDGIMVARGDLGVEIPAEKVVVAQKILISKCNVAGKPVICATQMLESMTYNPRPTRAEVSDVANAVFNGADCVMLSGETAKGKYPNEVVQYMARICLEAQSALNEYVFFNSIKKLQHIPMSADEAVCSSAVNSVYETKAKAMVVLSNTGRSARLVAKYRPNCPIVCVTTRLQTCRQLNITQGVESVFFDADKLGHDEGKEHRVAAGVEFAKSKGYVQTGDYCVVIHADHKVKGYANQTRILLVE
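ATP generated from ADP (0.1 mM) and PEP (0.5 mM) by 0.1 nM LmPK over 1 h at room temperature (pH 7.2 imidazole buffer) was detected by coupled luciferase luminescence. Values were normalized to uninhibited and no-enzyme wells.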
AmpC detergent: qHTS Inhibitors of AmpC Beta-Lactamase (assay with detergent). AmpC hydrolysis of nitrocefin, absorbance 480 nm, 0.01% Triton. 0.041% of 370,000 active. AID 485294, 2010. Potency, µM (top dose mostly 114 µM), for the others: at the highest dose activity change, negative = inhibition, most hits filed as inhibitors. P00811;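 further: potency means the concentration at half of the fitted maximal effect; 0% = no-compound wells and -100% = no-enzyme wells; nearly all actives have a fitted effect of over 25% in size; some results filed as inactive show a strong effect at the top dose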
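20 mM phosphate pH 7.0 + 0.01% (detergent screen) or 0.0001% Triton X-100; 5.3 nM AmpC reagent; cpd preinc 15 min RT; nitrocefin (800 uM stock) to start; A480 q20 s × 4 min; Activity was normalised to no-enzyme and no-compound control wells.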
HCMV antiviral: qHTS Assay for inhibitors of the human cytomegalovirus (HCMV); activity change, negative = inhibition, % at 57.5 µM; AID 1259415, 2018; HFF cells, HCMV-luciferase reporter, 72 h; active compounds read low; 4.5% of 410,000 active; in the data active means activity change below about -60%; inconclusive means no clear call, values can overlap the other calls; inactive means above about -39%
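Screen run at 2 compound doses on HFFs infected with reporter HCMV, MOI 1 PFU/cell. Luciferase activity from cell lysates at 72 h post infection gave inhibition relative to buffer-only and Salinomycin wells.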
Sm TGR inh: qHTS Assay for the Inhibitors of Schistosoma Mansoni Peroxiredoxins | Schistosoma mansoni thioredoxin glutathione reductase (TGR), Q962Y6 | purified TGR, DTNB reduction, TNB absorbance 405 nm | Potency, µM (doses to about 114 µM), inactives show at the highest dose activity change, negative = inhibition, hits mostly inhibitors | 3% of 360,000 active | AID 485364, 2010; further: potency means the concentration at half of the fitted maximal effect; nearly all actives have a fitted effect of over 60% in size
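Kinetic colorimetric format: TGR-catalysed, NADPH-driven DTNB reduction monitored via TNB absorbance. Enzyme dispensed at 20 nM; compound exposure 15 min at room temperature before reaction start.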
Tb PYK inh: qHTS of Trypanosoma Brucei Inhibitors | AID 624173, 2012 | Potency, µM (highest dose often 76.8 µM), for the others: top-dose activity, negative = inhibition, usual class: inhibitors | TbPYK enzyme, Kinase-Glo Plus ATP luminescence, 45 min | 0.12% of 410,000 active | pyruvate kinase (Trypanosoma brucei), Q57TT1; further: potency means the concentration at half of the fitted maximal effect; nearly all actives have a fitted effect of over 50% in size
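Glycolytic pyruvate kinase of T. brucei was incubated with substrate, test compound and 130 uM ADP for 45 minutes at room temperature. Luminescent Kinase-Glo Plus signal was measured after 10 minutes.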
Numbers without * were called inactive; ? = inconclusive; . = not tested or not shown; [ ] = another dose, or the depositor's remark. Unless noted, the call rests on the fitted dose curve; in most records, active means well fitted curve in the direction sought with a large enough effect; inconclusive means small, poorly fitted or top-dose-only effect, or another doubt; inactive means no such curve, though single readings can be large; an effect the other way counts as inactive or inconclusive. Unless noted, on the % scale 0 is the no-effect control and ±100 the full control effect.

SMILES	AMA1-RON2 inh	AmpC inh no detg	LmPK inh	AmpC detergent	HCMV antiviral	Sm TGR inh	Tb PYK inh
COc1c(F)cccc1C1=CC(=O)C[C@H](c2ccc(F)cc2)C1	-0.6%	.	.	.	18.0	.	-4.1%
Cc1cc(C)cc(-n2ncc3c2CCCC3NC(=O)c2ccccc2N2CCOCC2)c1 (stereo not drawn)	-8.0%	97.2%[activator]	2.8%	-7.1%	0.0	-10.0%	5.2%
Cc1ccccc1C(=O)N=c1c(C#N)cc2c(=O)n3cccc(C)c3nc2n1Cc1ccco1	.	-33.3%	14.8%	-3.1%	.	?	.
Cc1ccc(-n2nc3ccc(NC(=O)c4oc5ccccc5c4C)cc3n2)cc1	.	.	.	9.2%	22.0	6.1%	-3.7%
CN1C(=O)Cc2cc(S(=O)(=O)NCc3c(F)cccc3Cl)ccc21	0.0%	-47.9%	-1.5%	1.4%	-24.2	1.7%	0.8%
O=C(/C=C/c1ccc2c(c1)OCO2)NCC1CCCO1 (stereo not drawn)	-5.4%	-6.2%	-6.8%	2.8%	11.1	5.1%	-0.7%
CCOc1ccc(N2CC(C(=O)NCCN3C(=O)S/C(=C\c4ccc(OC)c(OC)c4)C3=O)CC2=O)cc1 (stereo not drawn)	-2.2%	-4.6%	-2.5%	-11.0%	-27.5	-1.9%	-4.7%
Cc1ccccc1OC(C)C(=O)NCCC1=CCCCC1 (stereo not drawn)	-8.5%	50.2%	-7.5%	-0.6%	18.4	0.0%	3.3%
Nc1c(Cl)nc(-c2ccccc2)nc1Cl	-6.6%	-4.1%[11.4 µM]	0.7%	-14.5%	-72.2*	1.3%	-0.7%
Cn1ncc2c(=O)n(/N=C/c3ccccc3)cnc21	-11.3%	-20.5%	-7.8%	-1.2%	?	-9.5%	-2.5%
Cc1cc(C)c[n+](CC(=O)c2cc3ccccc3oc2=O)c1	-24.2%	-10.1%	2.9%	-8.7%	-98.4*	?	-2.2%
CC(=O)c1cc(F)c(N2CCN(CCC#N)CC2)cc1C	-7.8%	-22.0%	-0.3%	-2.6%	-20.4	?	-4.2%

Entries listed so far that contain four or more nitrogen atoms, in the order listed:
SMILES	AMA1-RON2 inh	AmpC inh no detg	LmPK inh	AmpC detergent	HCMV antiviral	Sm TGR inh	Tb PYK inh
Cc1cc(C)cc(-n2ncc3c2CCCC3NC(=O)c2ccccc2N2CCOCC2)c1 (stereo not drawn)	-8.0%	97.2%[activator]	2.8%	-7.1%	0.0	-10.0%	5.2%
Cc1ccccc1C(=O)N=c1c(C#N)cc2c(=O)n3cccc(C)c3nc2n1Cc1ccco1	.	-33.3%	14.8%	-3.1%	.	?	.
Cc1ccc(-n2nc3ccc(NC(=O)c4oc5ccccc5c4C)cc3n2)cc1	.	.	.	9.2%	22.0	6.1%	-3.7%
Cn1ncc2c(=O)n(/N=C/c3ccccc3)cnc21	-11.3%	-20.5%	-7.8%	-1.2%	?	-9.5%	-2.5%

Next part:
SMILES	AMA1-RON2 inh	AmpC inh no detg	LmPK inh	AmpC detergent	HCMV antiviral	Sm TGR inh	Tb PYK inh
Cn1nc(C(=O)Nc2cccc(C(F)(F)F)c2)ccc1=O	-4.8%	2.1%	-3.8%	?	-1.0	0.1%	2.2%
CC1(CCc2ccccc2)NC(=O)N(CC(=O)Nc2ccc(OC(F)F)cc2)C1=O (stereo not drawn)	6.9%[11.6 µM]	-8.0%	.	.	-16.6	.	-9.4%
COc1ccc(CN2CC(C(=O)NCCc3ccc(Cl)cc3)CC2=O)cc1 (stereo not drawn)	8.2%	108.0%[activator]	10.0%	1.1%	-14.3	1.0%	-4.0%
O=C(COC(=O)CCCOc1ccc(Cl)cc1Cl)NCc1ccccc1	23.2%	74.9%[activator]	1.0%	?	-17.1	2.4%	0.3%
Cc1cc(C(=O)COC(=O)c2ccc(O)cc2O)c(C)n1-c1ccccc1	9.4%[11.6 µM]	-34.5%	.	?	-11.7	1.1%	-9.5%
Cc1ccc(-n2nc(C)c(C(=O)O)c2-n2cccc2)cc1	.	-12.8%	.	14.9%	3.2	1.7%	0.0%
COc1cc(CNCCN2CCOCC2)ccc1OCc1ccccc1Cl	1.4%	21.4%	-7.0%	-10.8%	-13.6	6.7%	-7.6%
CC(NC(=O)/C(=C\c1ccco1)NC(=O)c1ccco1)C(=O)O (stereo not drawn)	62.4%[activator]	1.0%	17.5%	-3.1%	85.2	0.0%	-11.7%
CCOC(=O)Cc1csc(N/N=C/c2ccc(C(F)(F)F)cc2)n1	59.4%[activator]	72.6%[activator]	7.4%	?	?	0.1%	5.6%
CCc1nc2cccnc2n1-c1ccc(CC(=O)Nc2ccc(C)cc2)cc1	.	.	.	1.2%	?	-11.8%	0.8%[15.4 µM]
COc1ccccc1/C=N/OCC(=O)NCc1ccc2c(c1)OCO2	-22.1%	-4.5%	-1.7%	0.0%	14.9	-0.4%	-10.0%
CCOC(=O)C1CCCN(C(=O)C(C)(C)Oc2ccc(Cl)cc2)C1 (stereo not drawn)	-16.2%	110.9%[activator]	4.4%	-2.6%	-12.8	2.2%	-25.1%
CC1(C)CC(=O)C(C=Nc2cccnc2)=C(O)C1	6.3%	-5.7%	0.2%	1.9%	84.5	5.1%	0.3%
CCC(=NCC1CCCO1)c1c(O)[nH]c(=O)[nH]c1=O (stereo not drawn)	3.8%	-0.1%	-7.8%	-10.6%	-6.7	18.2%	1.1%
O=C(CN1CCCCC1)c1ccccc1F	14.8%	-0.2%	-8.9%	-1.6%	8.2	-24.6%	1.2%
CC(C)c1nnc(NC(=O)c2ccc(S(=O)(=O)N3CCOCC3)cc2)s1	-5.9%	-2.1%	1.0%	7.1%	0.4	-4.0%	-2.1%
COc1ccccc1C(=O)Nc1ccc(OCc2cc(=O)n3cccc(C)c3n2)cc1	.	.	.	18.0%	-9.7	2.0%	-1.4%
CC(=O)CSc1ncnc2sc3c(c12)CCC(C)C3 (stereo not drawn)	52.8%[activator]	-2.3%	5.0%	?	11.4	-1.7%	-5.8%
CCCOC(=O)NC(CC)COC(=O)Nc1cccc(C)c1C (stereo not drawn)	15.4%	2.2%	0.4%	-11.8%	-5.3	-26.7%	-4.1%
CCc1cc(=O)n2[nH]c(C)c(-c3ccccc3OC)c2n1	16.2%	-11.3%	0.9%	-15.4%	4.2	-6.5%	5.1%
CC1Nc2ccccc2C(=O)N1NC(=O)c1ccc(Br)cc1 (stereo not drawn)	-3.1%	-35.3%	6.8%[11.5 µM]	-2.2%	77.3	-14.7%	-1.6%
CCOC(=O)C1(CCCc2ccccc2)CCN(C(=O)CCn2cnnn2)CC1	-4.6%	198.4%[activator]	-0.1%	5.1%	-15.6	16.1%	-3.7%
O=C1NC(=O)C2C1C(c1ccccc1)N1C3C(=O)NC(=O)C3C(c3ccccc3)N21 (stereo not drawn)	7.5%	-6.5%	-8.1%	-9.2%	-2.3	-6.1%	-2.0%
Cc1ccc(N2C(=O)c3cccc4c(N5CCN(C)CC5)ccc(c34)C2=O)c2cccnc12	-10.2%	-8.4%	-5.5%	-15.6%	.	-1.1%	2.6%
O=C(NCCC1=CCCCC1)C1CCN(S(=O)(=O)c2cccc(C(F)(F)F)c2)CC1	8.7%	78.8%[activator]	.	?	32.7	-4.3%	4.6%
CC(O)(Cc1cccnc1)c1cccs1 (stereo not drawn)	22.2%	.	.	.	13.2	.	-4.0%
O=C(CC(=O)N/N=C\c1c(Cl)cccc1Cl)NCc1ccccc1	10.5%	-13.2%	0.5%	-3.5%	-17.0	-5.2%	-1.9%
O=C(Nc1cccc(Cl)c1)c1ccc(=O)[nH]n1	19.0%	-18.2%	-4.7%	-9.1%	-2.0	-0.1%	-13.3%
Cc1ccccc1NC(=O)CN1C(=O)c2ccccc2C1=O	7.8%	-10.4%	-0.9%	-2.1%	5.8	7.4%	-3.8%
N#C/C(=N\Nc1ccc(Cl)cc1)C(N)=S	61.7%[activator]	-51.7%	1.6%	0.3%	-92.4*	-15.7%	-9.7%
Cc1ccc(/C=N/NC(=O)CN2CCN(Cc3ccccc3)CC2)s1	19.8%	-2.5%	-6.8%	7.2%	33.9	11.8%	-2.8%
COc1cccc2cc(-c3cc(=O)oc4cc(C)c(OCC(C)=O)cc34)oc12	0.0%	-11.1%	-4.5%	?	24.4	-4.4%	1.3%
CCOC(=O)N1CCN(c2nc(-c3cccs3)nc3ccccc23)CC1	3.7%	68.5%[activator]	0.9%	-19.0%	?	4.4%	-4.6%
Cc1nnc(C)n1/N=C/c1ccccc1	-6.9%	-23.2%	-1.4%	?	-13.8	7.8%	-1.0%
CC(=O)c1cccc(NC(=O)C=C(C)C)c1	6.9%	-10.5%	-13.7%	-3.3%	-24.8	5.5%	2.1%
O=C(CSc1nc2ccccc2c(=O)n1-c1ccccc1Cl)NCC1CCCO1 (stereo not drawn)	2.2%	19.0%	.	3.4%	0.0	-8.5%	-11.6%
Cc1cc2oc(C(=O)Nc3ccc(S(=O)(=O)Nc4ncccn4)cc3)cc(=O)c2cc1Cl	-7.4%	27.3%	1.3%	-10.3%	20.8	?	-6.4%
O=C(c1ccccc1)c1sc(N2CCCCCC2)nc1-c1ccccc1	3.8%	-8.6%	0.1%	1.2%	-14.8	13.2%	1.2%
Cc1c(Cl)cccc1NC(=O)CSc1nc(=O)[nH]c2c1CCC2	.	.	.	1.3%	-23.0	3.6%	-3.5%
COc1cc(OCc2ccccc2)c2c(CCC(=O)O)cc(=O)oc2c1	-4.6%	.	.	.	5.5	.	-0.3%
CC(NC(=O)NNC(=O)c1ccncc1)(C(F)(F)F)C(F)(F)F	25.8%	-1.3%	0.3%	-9.2%	-6.9	3.6%	3.1%
Cc1ccc(CNC(=O)C(=O)NCC2OCCN2C(=O)c2ccc(Cl)cc2)cc1 (stereo not drawn)	-3.8%	18.2%	3.8%	?	3.2	-18.9%	6.4%
CSc1ncc2ncn(C3OC(CO)C(O)C3O)c2n1 (stereo not drawn)	-15.1%	-5.9%	0.8%	-5.7%	0.0	5.3%	-5.2%

Assay outcomes from PubChem.
